P. falciparum M1AAP: malaria alanyl aminopeptidase activity blockers – biochemical, fluorogenic H-Leu-NHMec substrate, 1536-well (AID 1445). recombinant M1AAP, H-Leu-NHMec fluorogenic kinetic assay; higher % means a stronger effect. one-dose inhibition, % at 30 µM; IC50 in µM for titrated hits. 220,000 compounds, 0.42% hits;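 active = primary inhibition above the hit cutoff, then over 50% inhibition at one or more dose response concentrations, cut at about 23% in these data, passing the limit was not always enough; inconclusive = conflicting primary data, or primary hits not chosen for dose response; inactive = low primary inhibition, or under 50% at every dose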;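 note: plate controls were DMSO full reaction for no effect and no enzyme background for full effect; strong numbers were not always called active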
AID2073: disruptors of CaV2.2 binding to Mint1 – biochemical, HTRF (AID 2073); HTRF protein-protein interaction, Mint1-CaV2.2; higher % means a stronger effect; 290,000 compounds, 0.19% hits; inhibition, % at 20 µM, or IC50 in µM where a hit was titrated; in the data active = inhibition mostly above about 51%, no sharp cut-off; inconclusive = no clear call, values can overlap the other calls; inactive = mostly below about 53%; note: some results filed as inactive read as strong as hits
human PMI inhibitors: human PMI inhibitors, high substrate, primary screen, biochemical, fluorescence intensity, high mannose 6-phosphate (AID 1220); recombinant PMI enzyme, coupled fluorescence intensity; higher % means a stronger effect; one-dose inhibition, % at 20 µM; IC50 in µM for titrated hits; 190,000 compounds, 0.66% hits
Dynein transport: blocks dynein driven cargo transport along microtubules; 3617.4 mouse cells, GR-EGFP nuclear translocation imaging; test concentration mostly 20 µM; stimulated with dexamethasone, 1 µM; active compounds read low; z-score, hits read low; 220,000 compounds, 0.47% hits;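 active = plate z-score of nuclear minus cytoplasmic receptor signal below a set negative limit, without overly bright fluorescence or cell loss, cut at about -3.5 in these data, passing the limit was not always enough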;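 note: z-score of nuclear minus cytoplasmic ring GR-EGFP intensity difference per well; some compounds called inactive have numbers as strong as hits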
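Also added: dexamethasone, 1.0 µM final. Medium: tet-free, stripped-serum medium. Detection: fixed, Hoechst-stained cells imaged at 10x for EGFP. Read-out: nuclear-to-cytoplasmic GR-EGFP distribution per well. Times: induction 48 h, compound 1 h, agonist 30 min.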
M17LAP inhibition: P. falciparum M17LAP inhibitors, primary screen, biochemical, fluorogenic H-Leu-NHMec substrate, 1536-well (AID 1619); 220,000 compounds, 0.38% hits; recombinant M17LAP, H-Leu-NHMec fluorogenic kinetic assay; higher % means a stronger effect; one-dose inhibition, % at 30 µM; IC50 in µM for titrated hits;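 active = compound inhibiting the enzyme by more than half at any dose during confirmatory dose-response retesting; inconclusive = strong single-dose inhibitors picked by rank but not retested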;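 note: plate controls were full reaction with DMSO carrier for no effect and no enzyme background for full effect; strong numbers were not always called active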
human PMI inhibition: MPI enzyme activity inhibition – biochemical, fluorescence intensity, coupled assay, primary screen (AID 1209). 190,000 compounds, 0.42% hits. one-dose inhibition, % at 20 µM; IC50 in µM for titrated hits. purified PMI enzyme, coupled fluorescence intensity; higher % means a stronger effect;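 note: plate controls were DMSO vehicle for no effect and wells lacking substrate for full effect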
Siah-1 displacement: blockers of Siah-1 interaction with plectin peptide – biochemical, fluorescence polarization, rhodamine-plectin, uHTS, primary screen (AID 1817) | Siah-1 / rhodamine-plectin peptide fluorescence polarization; higher % means a stronger effect | displacement, % at 20 µM; hits with a dose series show IC50 in µM | 290,000 compounds, 0.02% hits;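 active = displacement of at least 50% at 20 µM, with a fluorescence ratio check between 0.3 and a set limit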;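 note: plate controls were Siah plus tracer with DMSO for no effect and tracer alone without Siah for full effect; strong numbers were not always called active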
LYP phosphatase: inhibitors of LYP phosphatase, biochemical, fluorescence intensity, uHTS (AID 1779) | 290,000 compounds, 0.054% hits | inhibition, % at 11.5 µM; hits with a dose series show IC50 in µM | recombinant LYP phosphatase, fluorescence intensity; higher % means a stronger effect;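 note: plate controls were vehicle with enzyme for no effect and no enzyme for full effect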
XIAP displacement: XIAP antagonists, biochemical, IAP family, fluorescence polarization (AID 1018); XIAP BIR domain, fluorescence polarization peptide displacement; higher % means a stronger effect; displacement, % at 20 µM, or IC50 in µM where a hit was titrated; 200,000 compounds, 0.007% hits; in the data active = displacement above about 50%; note: a part of the inactive calls stands beside numbers as strong as those of hits
Dynein transport cytoplasmic EGFP: recorded beside Dynein transport, whose call it bears; z-score; measured here: cytoplasmic GR-EGFP intensity; active compounds read high
Dynein transport nuclear GR-EGFP: recorded beside Dynein transport, whose call it bears; z-score; measured here: nuclear GR-EGFP intensity;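 lower value marks the stronger effect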
Dynein transport cell count: second read-out of Dynein transport, no call of its own (marks repeat the call); z-score; measured here: cell count per field
* hit, by the source's call; ? = inconclusive; . = no result given. Cut-off read from the data, not from the text of the source, unless noted: active = inhibition above about 50%; inactive = the rest.

SMILES	P. falciparum M1AAP	AID2073	human PMI inhibitors	Dynein transport	Dynein transport cytoplasmic EGFP	Dynein transport nuclear GR-EGFP	Dynein transport cell count	M17LAP inhibition	human PMI inhibition	Siah-1 displacement	LYP phosphatase	XIAP displacement
Cc1ccc(S(=O)(=O)C2C(=O)N(C)C3(C)CC2c2ccccc2O3)cc1C (stereo unspecified)	-1%	4%	-2%	-0.9	-0.21	-0.63	0.085	-9%	6%	2%	-4%	-5.0%
CSc1nnc2c(n1)OC(C)N(C(=O)c1ccccc1)c1ccccc1-2 (stereo unspecified)	3%	17%	-36%	0.44	-0.3	0.52	1.1	14%	-17%	2%	5%	-2.5%
Cc1ccc(N=Cc2ccc(O)cc2O)cc1F	7%	34%	10%	-1.4	1.7	0.02	-0.054	14%	9%	-3%	-7%	-11%
CN1/C(=C\C(=O)c2cccnc2)Sc2ccccc21	1%	38%	-1%	-0.8	-0.3	-0.012	-0.064	9%	4%	1%	0%	-5.4%
CC(=O)NC(NC(=S)N1CCCCCC1)C(Cl)(Cl)Cl (stereo unspecified)	2%	-8%	6%	2.6	-0.075	1.8	-1.6	-5%	4%	5%	-4%	-4.4%
CCCCCCOc1ccc(N2C(=O)CC(N3CCN(CCN=CC4C(=O)CC(C)(C)CC4=O)CC3)C2=O)cc1 (stereo unspecified)	4%	10%	5%	0.14	-0.35	0.089	-0.11	9%	6%	1%	-6%	-2.5%
c1ccc2[nH]c(NC3=NCCC3)nc2c1	-1%	0%	9%	-0.47	-0.19	-0.83	-0.065	-1%	10%	0%	2%	-5.9%
CCOC(=O)NC(=O)CSc1ccc(C)cc1C	3%	-12%	2%	-0.89	0.082	-0.77	0.67	-2%	-9%	10%	-4%	-2.6%
CCOc1ccc(C(=O)Nc2ccccc2CC)cc1[N+](=O)[O-]	13%	-8%	3%	0.35	-0.23	0.25	0.57	2%	2%	-2%	-8%	-5.2%
NC(N)=N/N=C/c1ccc(OCc2ccccc2)cc1	-8%	-4%	1%	-1.9	0.74	-1.1	-4.6	11%	-1%	2%	-6%	-7.1%
CNC(=O)NC(=S)NC(=O)c1ccccc1Cl	9%	-4%	-6%	-0.29	-0.24	-0.47	0.73	-3%	-6%	2%	14%	-3.9%
COC(=O)C1(C)Nc2ccccc2C(=O)N1c1ccccc1C (stereo unspecified)	-9%	16%	12%	-0.54	-0.18	-0.0021	-0.16	-95%	8%	6%	-6%	-2.5%
Cc1ccc2nc(/C(C#N)=C\c3ccc(Oc4ccc([N+](=O)[O-])cn4)cc3)[nH]c2c1	3%	24%	27%	-0.024	0.063	-0.35	0.23	-2%	9%	-21%	3%	-8.5%
CCN(CC)CCCN1C(=O)C(O)=C(C(=O)c2sc(C)nc2C)C1c1ccco1 (stereo unspecified)	1%	-2%	7%	0.69	-0.22	0.16	-0.54	11%	8%	-4%	-4%	-5.2%
CC(C)Cc1cc(CN2CCC(CO)(Cc3ccccc3)CC2)[nH]n1	-5%	-10%	.	0.73	-0.26	0.83	0.25	-10%	.	-3%	-4%	.
Clc1ccc(/C=N/Nc2nn[nH]n2)cc1	93µM*	8%	-29%	-1	-0.25	-0.22	0.19	22%	-33%	7%	2%	-7.5%
Cc1ccccc1Cn1ccc(=NCc2ccccc2)cc1	0%	4%	9%	-0.38	-0.3	-0.31	0.26	-5%	6%	-1%	35%	-10%
CCSCc1nnc(SCC(=O)Nc2nc3ccccc3s2)n1C	?	3%	18%	-0.55	-0.2	0.057	-0.07	-7%	5%	-1%	4%	-5.1%
CCOC(=O)N1CCN(C(=O)c2ccccc2N(C)S(C)(=O)=O)CC1	-5%	-10%	-2%	-0.15	0.69	0.41	-0.64	6%	0%	-2%	-2%	-1.5%
Cc1cc(=S)cc(C)n1CCO	4%	-3%	-138%	2.1	-0.058	1.9	-0.75	3%	-64%	-4%	-4%	-1.1%
CCCC[C@@H]1CNC(=O)C(=O)N1CCCc1cc(OC)c(OC)c(OC)c1	1%	9%	.	1.9	-0.74	1.1	-0.83	-4%	.	-5%	-6%	.
CCOc1ccc(NC(=O)CN(C)c2ccc(S(=O)(=O)N3CCOCC3)cn2)cc1OCC	1%	4%	-5%	0.53	0.017	0.68	-0.25	-8%	0%	-4%	-8%	-11%
CC(=O)c1ccc(-n2cc(-c3ccc(C(C)(C)C)cc3)[n+]3c2SCCC3)cc1	1%	1%	-8%	-1	-0.31	-0.4	0.32	3%	-17%	-1%	-5%	-3.9%
CCc1nnc(NC(=O)CCn2cnc3ccccc3c2=O)s1	4%	0%	5%	-0.32	-0.34	-0.14	0.54	-5%	6%	6%	0%	-6.5%
CC(NC(=O)c1ccccc1)c1nnc(SCc2nc3ccccc3c(=O)[nH]2)n1C (stereo unspecified)	-1%	10%	-1%	0.24	-0.27	0.1	0.25	5%	2%	4%	-4%	-1.8%

Among those listed so far, these have a Cl atom:
SMILES	P. falciparum M1AAP	AID2073	human PMI inhibitors	Dynein transport	Dynein transport cytoplasmic EGFP	Dynein transport nuclear GR-EGFP	Dynein transport cell count	M17LAP inhibition	human PMI inhibition	Siah-1 displacement	LYP phosphatase	XIAP displacement
CC(=O)NC(NC(=S)N1CCCCCC1)C(Cl)(Cl)Cl (stereo unspecified)	2%	-8%	6%	2.6	-0.075	1.8	-1.6	-5%	4%	5%	-4%	-4.4%
CNC(=O)NC(=S)NC(=O)c1ccccc1Cl	9%	-4%	-6%	-0.29	-0.24	-0.47	0.73	-3%	-6%	2%	14%	-3.9%
Clc1ccc(/C=N/Nc2nn[nH]n2)cc1	93µM*	8%	-29%	-1	-0.25	-0.22	0.19	22%	-33%	7%	2%	-7.5%

(cont.)
SMILES	P. falciparum M1AAP	AID2073	human PMI inhibitors	Dynein transport	Dynein transport cytoplasmic EGFP	Dynein transport nuclear GR-EGFP	Dynein transport cell count	M17LAP inhibition	human PMI inhibition	Siah-1 displacement	LYP phosphatase	XIAP displacement
CCn1c(NC(C)=O)nc2ccccc21	-1%	0%	0%	-0.14	-0.15	-0.064	1.6	-3%	0%	1%	-11%	-7.5%
COCCN1C(=O)c2cc(C(=O)Nc3ccc(OC)c(OC)c3)ccc2C1Nc1ccc(OC)c(OC)c1 (stereo unspecified)	6%	1%	19%	-0.52	-0.23	-0.048	0.65	1%	13%	2%	-8%	-5.6%
COc1ccc(-c2ccc(/C=C(\NC(=O)c3ccccc3)C(=O)N3CCOCC3)o2)cc1	19%	4%	-6%	-0.52	-0.31	-0.22	1.3	14%	4%	1%	3%	-4.1%
Nc1c(S(=O)(=O)c2ccccc2)c2nc3ccccc3nc2n1/N=C/c1cccc(O)c1	2%	15%	16%	2.3	0.011	1.6	-0.94	0%	4%	-2%	-1%	-3.9%
Nc1nc(CN2CCN(c3ccccn3)CC2)nc(Nc2ccc(Cl)cc2)n1	7%	-5%	8%	-1.3	-0.31	-0.4	0.96	12%	-4%	-2%	-4%	-4.7%
Cn1c(N)c(C(=O)CN2CCc3ccccc3C2)c(=O)n(C)c1=O	5%	-4%	12%	-0.85	-0.18	-0.48	0.011	9%	4%	-4%	-1%	-1.5%
Cc1ccc(C=Nc2ccccc2C(=O)Nc2ccccc2)cc1	6%	12%	-10%	-0.51	0.0059	-0.53	0.9	0%	-16%	3%	-1%	30%
Cn1c(C(=O)NCc2ccccn2)cc2c(=O)n3ccccc3nc21	13%	?	4%	-0.4	-0.17	0.19	-0.65	-14%	9%	8%	-23%	1.8%
C=CCn1c(-c2csc(-c3ccccc3)n2)n[nH]c1=S	13%	-12%	11%	-0.33	0.082	-0.31	0.2	1%	20%	-1%	-2%	-6.0%
Cc1cc(NC(=O)Cn2nnc(-c3ccccc3N)n2)no1	-1%	-4%	-2%	0.023	-0.25	0.0053	1	3%	8%	-6%	-6%	-7.5%
Cc1cc(C)n2nc(C(=O)NCc3cccc(C(F)(F)F)c3)nc2n1	-10%	-3%	-7%	-0.042	-0.21	-0.11	0.52	-2%	-11%	-8%	-10%	-8.5%
COC(=O)c1sccc1NC(=O)CNC(=O)c1ccccc1	0%	6%	-9%	-0.028	-0.21	-0.081	-0.13	-4%	-5%	-5%	-9%	-3.6%
Cc1cnc(NC(=O)CSc2nnc(-c3ccccc3)o2)s1	3%	0%	5%	2.8	-0.19	1.6	-1.2	8%	-2%	-6%	-8%	-4.0%
CC(C)(C)NC(=O)C(=O)NNC(=O)c1cccc(F)c1	0%	24%	-12%	-1.1	0.05	-0.43	2.2	3%	-48%	-4%	-11%	-2.5%
O=C(Nc1ccc(F)cc1)N1CCCN(c2nccc(C(F)(F)F)n2)CC1	5%	0%	.	0.12	-0.25	-0.075	0.15	6%	.	13%	-6%	.
c1ccc2[nH]c(CSc3nccs3)nc2c1	-3%	16%	3%	-0.74	-0.22	-0.12	0.57	1%	4%	15%	-4%	-4.0%
COC(=O)c1oc2ccccc2c1NC(=O)CN1CCCC1	8%	-8%	7%	-0.44	-0.18	0.15	0.12	4%	0%	2%	-7%	-3.6%
COc1ccc(Nc2cc(C(=O)NCCCN3CCN(C)CC3)c3ccccc3n2)cc1	4%	-3%	-5%	-6.9	2.7	-2.1	-6.1	13%	-4%	-2%	-9%	-0.2%
c1ccc(COn2nnc3ccccc32)c(COn2nnc3ccccc32)c1	10%	1%	16%	-0.093	-0.24	-0.12	1.8	10%	14%	-1%	-7%	-5.5%
Cc1cc(C(=O)COC(=O)C2=NNC(=O)CC2)c(C)n1-c1cccc(C(F)(F)F)c1	3%	?	-2%	-1.2	-0.22	-0.64	1.1	1%	-3%	-1%	5%	-3.1%
O=C(NCC1OCCc2ccccc21)c1ccc(NC(=O)c2ccc(Cl)cc2Cl)cc1 (stereo unspecified)	5%	14%	-2%	-1	-0.2	-0.73	1.4	-1%	10%	10%	-1%	-13%
COc1ccc(C=O)cc1CSc1nnc(COc2cccc3cccnc23)o1	3%	6%	0%	0.56	-0.1	0.24	-1.4	16%	-1%	-1%	-6%	-2.8%
O=C1C=C(Nc2ccc(Cl)cc2)CC(c2ccco2)C1 (stereo unspecified)	4%	22%	6%	-0.29	0.34	-0.092	-0.27	7%	1%	23%	-1%	-6.2%
CCOC(=O)Cc1csc(NC(=O)/C=C/c2ccc(Cl)cc2)n1	9%	15%	.	-0.72	-0.21	0.35	0.18	8%	.	8%	-4%	.
COc1cc(C(C#N)N2CCOCC2)ccc1O (stereo unspecified)	16%	1%	29%	-0.15	0.075	0.12	0.17	22%	1%	-7%	-4%	-1.7%
CC1CCN(C(=O)CN(c2ccc(Oc3ccccc3)cc2)S(C)(=O)=O)CC1	-3%	6%	6%	0.00024	-0.12	0.86	-0.85	0%	8%	4%	-7%	-18%

From PubChem
